DRD3 agonist = agonists of human D3 dopamine receptor. max activation, %. AID 652048. P35462. 410,000 tested, 0.58% active. D3R DiscoveRx beta-arrestin cells, luminescence, 90 min; in the data active = max activation above about 30%; also: 0% is about no effect; mostly tested at two doses, the higher about 12 µM
Target sequence (P35462 whole entry, looked up): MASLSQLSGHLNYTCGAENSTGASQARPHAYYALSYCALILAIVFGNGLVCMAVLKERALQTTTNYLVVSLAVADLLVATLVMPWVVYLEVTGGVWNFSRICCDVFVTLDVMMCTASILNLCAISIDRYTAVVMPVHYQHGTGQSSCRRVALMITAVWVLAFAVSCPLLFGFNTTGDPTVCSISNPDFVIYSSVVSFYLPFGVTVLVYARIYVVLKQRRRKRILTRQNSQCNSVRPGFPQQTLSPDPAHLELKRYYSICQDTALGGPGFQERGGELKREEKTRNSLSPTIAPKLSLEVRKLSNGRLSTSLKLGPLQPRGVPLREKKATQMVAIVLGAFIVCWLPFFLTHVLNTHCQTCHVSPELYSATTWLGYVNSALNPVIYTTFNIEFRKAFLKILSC
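Agonist-mode cell screen: cells plated at 1500/well and incubated overnight at 37 °C, then exposed to library compounds for 90 min at 37 °C. Detection reagent was added for 30–60 min at room temperature, and luminescence was read.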
D3 antag = D3 dopamine receptor (human) antagonism; D3R cells, DiscoveRx beta-arrestin luminescence, antagonist mode; hits give low values; max response, negative = inhibition, %; 360,000 tested, 2.5% active; AID 652054; in the data active = max response below about -50%; inconclusive = no clear call, values can overlap the other calls; also: % is scaled to controls: 0 for no effect and ±100 for the full control effect; mostly tested at two doses, the higher about 12 µM
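Cells plated overnight at 1500 cells/well, then exposed to library compounds with dopamine controls for 90 minutes at 37 degrees C. DiscoveRx reagent added for 30–60 minutes at room temperature; luminescence read, quantitative HTS format.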
HEK293 tox = cytotoxicity counter-screen for GLP-1 receptor inverse agonists; HEK293 cAMP-luciferase reporter cells, luminescence, 24 h; Potency, µM (top dose mostly 38.3 µM), inactives show at the top dose activity change, negative = inhibition, actives largely listed as inhibitors; 410,000 tested, 0.13% active; AID 624418;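 also: loss of luciferase light is scored as toxicity; potency is read from the fitted curve at half-maximal effect; % is scaled to controls: 0 for no effect and ±100 for the full control effect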
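Quantitative HTS format, 1536 wells, 200 cells/uL seeded. Compounds: 23 nL, 24 h, 37 °C. Detection: luciferase reagent, luminescence at 12 min RT; decreased signal taken as cytotoxic.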
KB-V1 cytotox = KB-V1 MDR subline cytotoxicity; 400,000 tested, 3.4% active; KB-V1 MDR cells viability, CellTiter-Glo, 72 h; Potency, µM (top dose mostly 46.1 µM), for the others: top-dose activity change, negative = cytotoxicity, usual class: cytotoxic; AID 1347076; also: potency is read from the fitted curve at half-maximal effect; % is scaled to controls: 0 for no effect and ±100 for the full control effect; nearly all actives have a fitted effect of over 60% in size
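Compound-treated KB-V1 multidrug-resistant cells, 72 h, 37 degrees C; viability by CellTiter-Glo. Fitted qHTS curves give the values.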
GLP1R inv ag = inverse agonists of human GLP-1 receptor. P43220. HEK293 GLP-1R CRE-luciferase, luminescence, 24 h; GLP-1R form is constitutively active. Potency, µM (series often up to 38.3 µM), for the others: top-dose activity change, negative = inhibition, actives largely listed as inhibitors. 410,000 tested, 1.6% active. AID 624417; also: potency is read from the fitted curve at half-maximal effect; % is scaled to controls: 0 for no effect and ±100 for the full control effect; nearly all actives have a fitted effect of over 55% in size
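Inverse agonism was detected as reduced cAMP-driven luciferase luminescence after 24 h compound treatment. The cells were HEK293 clones expressing constitutively active human GLP-1R with the reporter. Reporter-only and GPR119 cell lines served as counterscreen controls.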
PTHR1 agonist = PTHR1 (human) receptor agonism; Q03431; HEK293 GP2 PTHR1 cells, GloSensor cAMP luminescence, 1 h; Potency, µM (series often up to 115 µM), for the others: top-dose activation, actives largely listed as activators; 410,000 tested, 0.075% active; AID 743266; also: potency is read from the fitted curve at half-maximal effect; nearly all actives have a fitted effect of over 55% in size; some results filed as inactive show a strong effect at the top dose; inactives centre near -15; many of its hits are not listed in these tables
Target sequence (Q03431 whole entry, looked up): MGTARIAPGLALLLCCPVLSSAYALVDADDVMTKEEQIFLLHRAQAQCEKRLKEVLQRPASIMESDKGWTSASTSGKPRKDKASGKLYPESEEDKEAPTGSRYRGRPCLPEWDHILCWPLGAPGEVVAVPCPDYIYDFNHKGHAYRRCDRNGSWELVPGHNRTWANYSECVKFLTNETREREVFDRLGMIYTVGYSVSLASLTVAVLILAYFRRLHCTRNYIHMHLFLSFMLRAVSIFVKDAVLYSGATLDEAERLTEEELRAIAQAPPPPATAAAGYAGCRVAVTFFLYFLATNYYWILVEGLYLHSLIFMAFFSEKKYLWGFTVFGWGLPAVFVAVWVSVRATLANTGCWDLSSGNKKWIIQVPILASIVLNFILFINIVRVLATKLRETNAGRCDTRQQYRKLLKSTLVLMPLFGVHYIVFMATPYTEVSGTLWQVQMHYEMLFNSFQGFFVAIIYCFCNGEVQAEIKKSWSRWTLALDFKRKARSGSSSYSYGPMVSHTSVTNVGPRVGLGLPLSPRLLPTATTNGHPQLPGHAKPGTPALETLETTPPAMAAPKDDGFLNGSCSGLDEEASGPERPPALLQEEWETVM
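HEK-293-derived GP2 cells expressing PTHR1 and a GloSensor cAMP reporter, 3,000/well, plated overnight, given luciferin plus IBMX (each 0.5 mM as added) for 1 h at 37 °C, then compound for 1 h at 37 °C. Luminescence was read after 15 min at room temperature.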
GLP1R ag = agonists of human GLP-1 receptor. P43220. HEK293 GLP-1R CRE-luciferase, luminescence, 4-6 h; cells express a hypersensitive GLP-1R form. Potency, µM (top dose mostly 45.6 µM), for the others: at the top dose activation, most hits filed as activators. 380,000 tested, 0.007% active; also: potency is read from the fitted curve at half-maximal effect; % of control where 0% means no effect
TDP-43 yeast inh = TDP-43 toxicity inhibition in yeast. AID 652104. Potency, µM (top dose mostly 46.1 µM), inactives show at the highest dose growth rescue (activation), usual class: activators. 410,000 tested, 1.8% active. TDP-43 expressing yeast growth rescue, BacTiter-Glo, 24 h; also: potency is read from the fitted curve at half-maximal effect; % of control where 0% means no effect; nearly all actives have a fitted effect of over 50% in size
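Readout is BacTiter-Glo luminescence of cell growth, so inhibitors register as activators. TDP-43-expressing yeast at OD600=0.02 in galactose medium, after raffinose pregrowth to mid-log, were incubated with compound for 24 hr at 30 deg C.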
aSyn yeast inh = inhibitors of alpha-synuclein toxicity in yeast; Yeast expressing alpha-synuclein, growth rescue, BacTiter-Glo, 24 h; Potency, µM (doses to about 46.1 µM), for inactives: top-dose growth rescue (activation), actives largely listed as activators; 370,000 tested, 0.14% active; also: potency is read from the fitted curve at half-maximal effect; % of control where 0% means no effect; nearly all actives have a fitted effect of over 65% in size
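Readout is rescue of growth in alpha-synuclein-expressing yeast, so inhibitors of toxicity appear as activators. Growth after 24 hr at 30 deg C in galactose medium is quantified by luminescence.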
Starred values were filed as active, the others as inactive; i = inactive; ? = inconclusive; · = no result given; & = joins results of further samples; [ ] = dose if it differs, or a comment. Unless noted, calls follow the shape of the dose curve; as a rule, active = well fitted curve in the direction sought with a large enough effect; inconclusive = small, poorly fitted or top-dose-only effect, or another doubt; inactive = no such curve, though single readings can be large; an effect the other way counts as inactive or inconclusive. The list is partial; rates above refer to the full screens.

SMILES	KB-V1 cytotox	TDP-43 yeast inh	DRD3 agonist	D3 antag	GLP1R inv ag	GLP1R ag	aSyn yeast inh	HEK293 tox	PTHR1 agonist
CC(=O)NC(c1cccc(F)c1)c1nc(-c2cccc(F)c2)cs1 (stereo not given)	2%	13%	0	3	?	7%	1%	-14%	i
CC1=C(C(=O)N2CCOCC2)C(c2ccccc2F)C2=C(CCCC2=O)N1 (stereo not given)	0%	-7%	-2	0	45%[activator]	-5%	-1%	-1%	i
CC(C)CCN1CC(C(=O)NCc2ccc(F)cc2)CC1=O (stereo not given)	6%	-14%	3	-8	22%	-4%	1%	20%	i
CC(=O)c1ccc(N2CCN(C(=O)Nc3cccc(F)c3)CC2)cc1	0%	?	1&-5	0	2%&10%	-5%	0%	5%&7%	-38%[inhibitor]
C/C(=N\NC(=O)c1ccc(Cl)cc1)c1ccc(Br)s1	-14%	2%	-2	?	-5%	-6%	2%	-15%	i
Cc1cc(Oc2ccccc2)nc(SCC(=O)Nc2ccc(Cl)c(Cl)c2)n1	?	?	0	42	?	-3%	15%	-29%	-4%[57.5 µM]
CCOc1ccc(-n2cnnn2)cc1S(=O)(=O)Nc1c(C)cccc1C	?	-13%	1	6	4%	0%	10%	1%	-15%[57.5 µM]
Cc1ccc(Cn2ccnc2SCC(=O)NCc2ccc(F)cc2)cc1	·	5%	3	·	?	·	·	-2%	-65%[inhibitor]
Fc1ccccc1CNc1ncnc2sccc12	9%	11µM*	16	2	?	14%	-2%	-1%	-28%
Cc1ccc(/C=N/Nc2ccccn2)s1	-11%	17%	5	-1	-2%	13%	1%	?	i
CC1CC(=O)N(CC(=O)Nc2ccc3c(c2)OCCO3)c2ccccc2S1 (stereo not given)	-15%	-1%	-16	7	1%	6%	-5%	-4%	i
CC(C)C(=O)NNC(=O)CN1CCN(c2nc(-c3ccccc3)cs2)CC1	-1%	1%	2	15	-10%	1%	-4%	3%	-6%
CC(Oc1ccc(Br)cc1)C(=O)NCC1(N2CCCCC2)CCCCC1 (stereo not given)	-9%	3%	-1	-2	-16%	7%	-13%	5%	i
Cc1cc(O)cc(C)c1NS(=O)(=O)c1ccc2ccccc2c1	-4%	10%	-7	-3	?	6%	-8%	-9%	-56%[inhibitor]
S=c1[nH]nc(-c2ccco2)n1/N=C/c1cccc(Cl)c1	26%	22%	6	2	12%	-2%	-4%	-8%	i
C=CCSc1ccsc1C(=O)O	11%	-5%	-8	-21	9%	3%	2%	-2%	i
CN1CCN(c2ccc(C(=O)c3ccc(Br)cc3)cc2[N+](=O)[O-])CC1	?	-14%	-23	?	?	17%	0%	7%	-28%
O=C(CSc1nc2ccccc2o1)N1N=C(c2cccs2)CC1c1ccc(F)cc1 (stereo not given)	-14%	11%	2	7	-4%	-4%	5%	1%	-1%
O=S(=O)(c1ccc(NC(=S)Nc2ccc3c(c2)OCO3)cc1)N1CCOCC1	?	0%	1	-6	1%	-5%	-8%	-1%	-25%
O=C(NCC(c1ccco1)N1CCOCC1)C1CCCCC1 (stereo not given)	18%	-18%	2	8	13%	10%	2%	-6%	-5%
O=C(c1ccc2c(c1)N(Cc1ccccc1F)C(=O)c1ccccc1S2=O)N1CCOCC1 (stereo not given)	-13%	-1%	1	·	19%	1%	·	-3%	-24%
CCOC(=O)c1c(S(=O)(=O)N2CCN(c3cc(Cl)ccc3C)CC2)c(C)n(C)c1C	-8%	4%	-18	·	?	·	·	-9%	-16%
O=C(c1ccccc1-c1ncc[nH]1)N1CCCC(Nc2ccc(F)cc2)C1 (stereo not given)	-27%	-30%[inhibitor]	-9	-23	-11%	12%	-11%	4%	21%
CCOC(=O)COc1ccc(C(=O)CC)cc1OC	0%	17%	10	19	12%	-2%	6%	-26%	-15%
O=C(CS(=O)(=O)c1ccccc1)c1ccc2c(c1)OCCO2	0%	?	2	-19	-2%	-6%	-14%	10%	-26%
O=C(O)c1ccc(N(Cc2ccccc2)S(=O)(=O)c2ccccc2)cc1	16%&9%	18%&29%	14&2	-13&16	1%&-4%	-1%&-6%	7%&-1%	8%&0%	-19%
Nc1nc(SCC(=O)Nc2ncc(Cl)cc2Cl)n[nH]1	12%	10%	-1	-21	9%	2%	-5%	-20%	-20%
CN1CCN(C(=O)C[C@@H]2C=C[C@H](NS(=O)(=O)c3cccc(F)c3)[C@@H](CO)O2)CC1	2%	21%	2	15	8%	·	-1%	-11%	-3%
COC(=O)c1cc(OC)c(OC)cc1NC(=O)C(C)c1ccc([N+](=O)[O-])cc1 (stereo not given)	-5%	13%	-1	23	9%	24%	-1%	-6%	-12%
O=C(COC(=O)Cc1cccs1)Nc1ccc(F)c(F)c1F	?	2%	4	18	62%[activator]	9%	6%	100%[activator]	i
NS(=O)(=O)c1ccc(NC(=O)CN2CCc3ccccc32)cc1	5%	-20%	-9	1	13%	2%	-8%	17%	-18%
COc1ccc(OC)c(NC(=O)CN(c2ccc(OC)c(Cl)c2)S(C)(=O)=O)c1	?	7%	4	13	0%	?	18%	9%	-60%[inhibitor]
CC(=O)Nc1ccc(S(=O)(=O)N[C@@H](C)C(=O)OCc2ccc(Cl)cc2)cc1	-2%	6%	6	-2	1%	-1%	4%	0%	-10%
Cc1ccc(C)c(NC(=O)c2nc(Cl)ccc2Cl)c1	-13%	24%	2	11	8%	0%	-1%	-18%	-49%[inhibitor]
O=C1c2ccccc2[C@@H]2Cc3csc[n+]3[C@H]12	?	20%	2	5	22%	-8%	2%	-1%	-11%
CC(=O)Nc1c(C)nn(-c2ccccc2)c1N1CCC(C(=O)Nc2ccc(Cl)cc2C)CC1	·	19%	0	·	20%	·	·	0%	?
COc1ccc(S(=O)(=O)NCC(c2ccco2)S(=O)(=O)c2ccc(C)cc2)cc1C (stereo not given)	·	?	1	·	-23%	·	·	3%	i
Cn1c(N)c(C(=O)COC(=O)COc2ccc(Br)cc2)c(=O)n(C)c1=O	-1%	-18%	2	11	15%	0%	17%	2%	-4%
Cc1cc(-c2[nH]nc3c2C(c2ccsc2)C(C#N)=C(N)O3)c(C)s1 (stereo not given)	8%	13%	3	51	-14%	-21%	3%	2%	-27%
CCC1CCc2c(sc(NC(=O)C3c4ccccc4Oc4ccccc43)c2C#N)C1 (stereo not given)	?	24%	18	·	-8%	·	·	-12%	-2%
CC(=O)Nc1ccc(NC(=O)Cn2c(CC(=O)N3CCCC3)nc3ccccc32)cc1	0%	-8%	1	-9	1%	-8%	2%	3%	-2%[57.5 µM]
COc1cccc(OCCNc2cc(N3CCOCC3)ccc2[N+](=O)[O-])c1	9.2µM*	18µM*	4	3	50%[activator]	?	4%	-27%	i
CN(C)C(=S)NC1(C)CCS(=O)(=O)C1 (stereo not given)	21%	0%	4	-27	1%	-4%	0%	3%	i
O=C(Nc1ccc(F)c(Cl)c1)c1ccc2c(=O)n3c(nc2c1)CCCCC3	?	-5%	8	5	-13%	4%	-11%	-22%	-14%[57.5 µM]
COc1ccc(NC(=O)C2=C(C)Nc3nc(SCc4ccc(Cl)cc4)nn3C2c2cccc(OC)c2OC)cc1 (stereo not given)	-8%	3%	4	·	-1%	·	·	5%	-12%

Compound profiles (already shown):
Listed for `Cc1ccc(C)c(NC(=O)c2nc(Cl)ccc2Cl)c1` : KB-V1 cytotox: -13%; TDP-43 yeast inh: 24%; DRD3 agonist: 2; D3 antag: 11; GLP1R inv ag: 8%; GLP1R ag: 0%; aSyn yeast inh: -1%; HEK293 tox: -18%; PTHR1 agonist: -49%[inhibitor]
Listed for `O=C(Nc1ccc(F)c(Cl)c1)c1ccc2c(=O)n3c(nc2c1)CCCCC3` : KB-V1 cytotox: ?; TDP-43 yeast inh: -5%; DRD3 agonist: 8; D3 antag: 5; GLP1R inv ag: -13%; GLP1R ag: 4%; aSyn yeast inh: -11%; HEK293 tox: -22%; PTHR1 agonist: -14%[57.5 µM]

Continuation:
SMILES	KB-V1 cytotox	TDP-43 yeast inh	DRD3 agonist	D3 antag	GLP1R inv ag	GLP1R ag	aSyn yeast inh	HEK293 tox	PTHR1 agonist
CCCC(=O)Nc1ccc(C(=O)COC(=O)c2cc(C)oc2C)cc1	11%	-2%	-1	-1	?	11%	1%	-20%	i
NC(=S)NN=C1CCCCCCCCCC1	?	14µM*	-3	-11	?	-3%	14%	?	-4%
CC(C)(C)N(Cc1ccccc1)C(=O)COC(=O)CN1C(=O)C2CC=CCC2C1=O (stereo not given)	·	21%	3	2	?	9%	2%	-2%	i
Cc1cc(C(=O)N2CCN(S(=O)(=O)c3ccccc3F)CC2)c(C)o1	-1%	19%	9	9	2%	-3%	-7%	-2%	-31%[inhibitor]
CCOc1ccc(NC(=O)CN(C)C(=O)c2cc(S(=O)(=O)N3CCCCCC3)ccc2OC)cc1OCC	?	-4%	5	-5	-3%	0%	-1%	12%	i
CCC(C(=O)NCCCN1CCCCCC1)n1nc(C)c2sc3ccccc3c2c1=O (stereo not given)	-19%	-5%	0	-9	19%	-2%	-1%	-2%	i
CC1=CCC(C(=O)O)C(C(=O)Nc2cccnc2)C1 (stereo not given)	-10%	-12%	-5	6	5%	1%	3%	3%	-14%
CCOc1ccccc1C1C2=C(COC2=O)Nc2cc3c(cc21)OCO3 (stereo not given)	3.7µM*	17%	-9	-4	?	19%	29%	?	i
Cc1ccc(C2NC(=O)c3sc(=S)n(-c4ccccc4)c3N2)cc1 (stereo not given)	-10%	-16%	-8	?	?	1%	-4%	-18%	-76%[inhibitor]
Cc1ccccc1COC(=O)c1nn(-c2ccccc2)nc1N	-10%&9%	?	-15&2	-17	?	9%	-1%	?	-10%
